Screens (PubChem BioAssay)
LMPTP block: LMPTP (human) inhibition; actives 0.22% (n = 360,000); AID 651560; inhibition, % at 20 µM; P24666; recombinant LMPTP-A, OMFP fluorogenic substrate, fluorescence intensity;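 active means compounds that cut the enzyme signal by at least half of the control window in the single-dose screen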;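 further: plate controls were DMSO wells with enzyme plus substrate for no effect and substrate without enzyme for full effect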
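Test system – LMPTP-A phosphatase enzyme · Quantity – 0.625 nM LMPTP-A final · Reagent – OMFP substrate, 400 µM final · Dosing – one test concentration per compound, 20 µM, with 3% DMSO overall · Timing – 50 min enzyme reaction at room temperature, protected from light · Detection – fluorescence intensity · Controls – substrate-only low control, DMSO enzyme-plus-substrate high control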
MsrA act: activators of bovine methionine sulfoxide reductase A; purified bovine MsrA, absorbance read-out; activation, % at 10.6 µM; actives 0.3% (n = 360,000); in the data active means activation above about 7.5%;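 further: 0% = vehicle and 100% = reference activator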
DNMT1 block: DNMT1 (human) enzyme inhibition; inhibition (reported as % activation of signal), % at 10 µM; AID 588458; P26358; DNMT1 molecular beacon, Hinp1I cleavage, fluorescence; actives 0.83% (n = 360,000); in the data active means inhibition above about 50%
Target sequence (P26358 504-1616 limits assumed): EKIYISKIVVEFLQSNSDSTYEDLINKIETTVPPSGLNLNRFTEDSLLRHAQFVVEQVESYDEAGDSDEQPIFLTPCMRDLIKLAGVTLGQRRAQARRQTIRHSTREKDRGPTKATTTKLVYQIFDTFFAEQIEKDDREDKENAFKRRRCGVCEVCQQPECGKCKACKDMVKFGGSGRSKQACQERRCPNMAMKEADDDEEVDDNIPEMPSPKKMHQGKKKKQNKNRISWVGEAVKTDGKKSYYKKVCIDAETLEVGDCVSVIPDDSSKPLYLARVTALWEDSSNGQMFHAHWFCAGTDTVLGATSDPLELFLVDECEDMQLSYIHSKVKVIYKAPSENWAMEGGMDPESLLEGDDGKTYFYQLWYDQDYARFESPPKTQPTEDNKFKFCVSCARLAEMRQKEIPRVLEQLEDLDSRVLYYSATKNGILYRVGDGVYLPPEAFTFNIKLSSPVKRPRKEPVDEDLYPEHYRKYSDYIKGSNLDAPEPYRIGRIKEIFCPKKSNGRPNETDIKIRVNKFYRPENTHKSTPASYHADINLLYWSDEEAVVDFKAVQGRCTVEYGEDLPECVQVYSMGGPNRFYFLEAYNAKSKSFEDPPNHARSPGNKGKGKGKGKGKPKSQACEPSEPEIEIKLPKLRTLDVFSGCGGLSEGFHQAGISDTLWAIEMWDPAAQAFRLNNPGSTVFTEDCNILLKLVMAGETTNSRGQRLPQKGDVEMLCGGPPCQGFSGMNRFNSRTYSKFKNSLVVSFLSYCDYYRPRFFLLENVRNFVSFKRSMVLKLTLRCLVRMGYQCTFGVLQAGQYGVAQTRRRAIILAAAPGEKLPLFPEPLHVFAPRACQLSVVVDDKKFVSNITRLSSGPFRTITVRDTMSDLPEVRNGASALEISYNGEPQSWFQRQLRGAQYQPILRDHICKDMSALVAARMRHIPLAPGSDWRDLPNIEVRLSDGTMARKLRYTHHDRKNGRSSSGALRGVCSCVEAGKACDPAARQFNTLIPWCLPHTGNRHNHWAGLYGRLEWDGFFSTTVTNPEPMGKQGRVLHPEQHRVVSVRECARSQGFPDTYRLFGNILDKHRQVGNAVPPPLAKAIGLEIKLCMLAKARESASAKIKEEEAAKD
SUMO1-SIM PPI: modulators of human SUMO1-mediated protein-protein interactions. P63165. SUMO1 binding to a labelled peptide, TR-FRET, 1 h. inhibition, % at 20 µM. actives 0.33% (n = 360,000). AID 602429; in the data active means inhibition above about 37%
NRP1-CendR mod: alters CendR peptide binding to human NRP-1; O14786; FAM-RPARPAR peptide binding to NRP-1, fluorescence polarization; inhibition, % at 25 µM; actives 0.85% (n = 360,000);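 active means inhibition or corrected inhibition above about 18%, plus a signal ratio from 0.5 to 1.5, limit read from the data, passing the limit was not always enough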; further: strong numbers were not always called active
Scp1 inh: blocks human Scp-1 phosphatase activity; Recombinant Scp1, phosphopeptide, malachite green phosphate absorbance; Q9GZU7; actives 0.88% (n = 340,000); inhibition, % at 20 µM;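 active means inhibition above about 50% at 20 µM, limit read from the data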;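 further: plate controls were DMSO wells with enzyme for no effect and wells lacking enzyme for full effect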
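Incubation: 45 min enzyme reaction at room temperature / System: truncated SCP-1 phosphatase (76-261aa) / Reagent: Phospho 17-mer peptide substrate / Buffer or medium: Acidic Tris acetate buffer with magnesium and detergent / Signal: absorbance at 630 nm / Doses: one concentration, 20 µM, with 1.0% DMSO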
MsrA inh: bovine MsrA inhibition | purified bovine MsrA, absorbance read-out | inhibition, % at 15.5 µM | actives 0.75% (n = 360,000); in the data active means inhibition above about 4.5%;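 further: 0% = vehicle wells with enzyme and 100% = reference inhibitor wells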
E coli Lon inh: inhibits E. coli Lon protease; actives 0.42% (n = 360,000); P0A9M0; AID 602123; inhibition, % at 7.94 µM; purified E. coli Lon protease, fluorescence polarization; in the data active means inhibition above about 13%, passing the limit was not always enough;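 further: 0% = enzyme with probe and DMSO and 100% = no enzyme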
STEP block: blocks human striatal-enriched tyrosine phosphatase. recombinant STEP, OMFP fluorogenic substrate, fluorescence. inhibition, % at 20 µM. actives 0.25% (n = 360,000). AID 588621;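 active means inhibition at 20 µM, scaled per plate between control wells, above about 37%, limit read from the data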;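 further: 0% = DMSO with enzyme and substrate and 100% = substrate only without enzyme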
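medium = Bis-Tris buffer pH 6.0, 2.5 mM DTT, 0.005% Tween 20 | test system = STEP (striatal-enriched tyrosine phosphatase) enzyme, cell-free | measure = normalized % inhibition | compound dosing = 20 µM, 1% DMSO | also added = 25 µM OMFP | schedule = reaction 20 min, ambient temperature | measured by = fluorescence read at 480 nm ex / 540 nm em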
TbMetRS inhib: blocks T. brucei methionyl-tRNA synthetase activity. purified T. brucei MetRS, ATP depletion, Kinase-Glo luminescence. inhibition, % at 11.9 µM. actives 0.4% (n = 360,000). AID 624268;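 active means inhibition above a per-plate cutoff of the control wells' mean inhibition plus 3 SD, cut at about 5.5% in these data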;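 further: 0% = DMSO wells median and 100% = median of wells with control inhibitor compound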
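Test system – parasite MetRS enzyme · Reagent – substrates ATP, L-methionine and bulk Escherichia coli tRNA · Doses – 11.9 µM compound single dose, 0.9% DMSO · Times – 15 min enzyme-compound preincubation, 2 h reaction, 10 min detection, 25 °C · Signal – Kinase-Glo luminescence, ATP depletion format · Controls – DMSO-only wells as low control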
Numbers without * were called inactive; x = no result given.

Structure	NRP1-CendR mod	DNMT1 block	Scp1 inh	SUMO1-SIM PPI	TbMetRS inhib	STEP block	MsrA act	E coli Lon inh	LMPTP block	MsrA inh
Cc1ccc(Cl)cc1NC(=O)CCC(=O)O	-2	5	-1	0	-0.5	2	-2	-8	-1.8	-1.4
COc1ccc2nc(NC(=O)C3CCCO3)sc2c1 (centres undefined)	0	2	4	2	-0.7	-1	-3	-3	-1.5	-1.6
Cc1cccc(-n2ncc3c2CCCC3NC(=O)c2ccc[n+]([O-])c2)c1C (centres undefined)	13	0	-1	4	0.0	-2	-1	4	-1.9	-0.3
CCCS(=O)(=O)NC(=O)C1(C)CCN(C(=O)c2ccccc2C(F)(F)F)C1 (centres undefined)	-4	5	x	3	0.2	0	-5	-11	0.5	x
c1ccc(Cc2nnc3sc(-c4ccco4)nn23)cc1	-15	25	38	5	-0.8	4	0	-3	5.6	-0.3
COc1ccc(C2CC(c3ccc(Br)cc3)=NN2C(=O)CN2CCCC2)cc1 (centres undefined)	-16	4	-10	-11	-0.4	0	1	-4	4.4	0.5
O=C(CN1C(=O)COc2ccccc21)NCCN1CCCC1	7	3	-9	12	-0.2	1	-4	2	-1.3	0.5
Cc1cccc(C)c1-n1c(C)nn(CCOc2ccccc2)c1=O	-2	-2	-2	1	0.0	1	-1	0	0.6	0.8
O=C(CN1CCC(C(O)(c2ccccc2)c2ccccc2)CC1)Nc1ccccc1	-14	-1	-3	-6	-1.0	1	-3	-5	0.7	-0.1
O=C(N/N=C/c1ccc(OC(=O)c2ccccc2)cc1)c1ccc(CN2CCOCC2)cc1	-2	-7	-2	0	-0.1	-1	0	-1	1.1	0.1
Cc1c(NC(=O)C(C)Oc2cccc(F)c2)c(=O)n(-c2ccccc2)n1C (centres undefined)	-2	1	1	5	-0.6	2	-9	1	-0.3	-0.7
COC(=O)N1C(=O)[C@](CC(C)C)(c2ccccc2)N1C(=O)OC	7	6	-1	11	0.2	1	1	0	0.2	-0.3
Cc1ccc(N2C(=O)N(CC(=O)Nc3ccccc3C)C(=O)C2C)cc1 (centres undefined)	-2	0	-5	-9	-1.3	-1	-7	-1	-0.3	-0.7
COc1ccc(OC)c2c(N3CCN(C)CC3)cc(C(F)(F)F)nc12	4	-2	-5	-9	-0.3	0	-2	-4	-0.4	0.5
COc1ccc(OC)c2sc(N3CCN(C(=O)c4ccc5ncsc5c4)CC3)nc12	5	-1	-1	8	-0.6	0	-3	3	0.3	-0.4
O=S(=O)(NCCCCNS(=O)(=O)c1c(F)cccc1F)c1ccc2c(c1)OCCO2	8	2	5	3	0.6	-4	-3	1	-1.2	-0.7
CC(=O)C[C@@H]1OC2CCCCC2N1S(=O)(=O)c1ccc(C)cc1 (some centres undefined)	-7	x	x	-1	0.0	x	x	x	-0.8	1.7
O=C(c1ccc(CS(=O)c2ccc(Br)cc2)o1)N1CCN(C2CCCCC2)CC1 (centres undefined)	5	-3	x	-1	0.4	-3	-5	-1	-3.0	0.5
CS(=O)(=O)c1nc([N+](=O)[O-])nn1CCCc1ccccc1	7	1	-11	-24	0.2	0	0	1	-1.7	x
N#CCSc1nc(-c2ccccc2)cs1	2	-2	-14	-5	-1.5	5	-6	-12	1.6	0.2
Cc1ccc(C)c(NS(=O)(=O)c2ccc3oc(=O)ccc3c2)c1	4	2	-10	-2	-0.5	-1	-2	2	-0.9	0.3
C(=N\N(c1ccccc1)c1ccccc1)/c1ccc2c(c1)OCO2	-5	1	-10	0	-0.9	1	-2	-3	2.6	0.9
CCOc1ccc(C2C(C(=O)NC)=C(C)Nc3nc4ccccc4n32)cc1OC (centres undefined)	-1	0	-13	4	0.1	-4	-1	-3	-0.2	0.0
Cc1cccc(C(=O)Nc2scc(CC(C)C)c2C(=O)O)c1	6	1	-34	6	-0.4	-2	-4	8	-1.0	0.4
Cc1c(NC(=O)c2cc(-c3ccc(Cl)c(Cl)c3)on2)c(=O)n(-c2ccccc2)n1C	-5	-6	-2	-1	-0.7	0	-6	14	-0.5	0.1
O=C(C1CCCO1)N1CCN(S(=O)(=O)c2cc(C(F)(F)F)ccc2Cl)CC1 (centres undefined)	8	-1	-3	-1	-0.5	2	-1	2	0.3	0.0
Cc1nn(CC(=O)NCc2ccccc2Cl)c(C)c1[N+](=O)[O-]	-19	11	-1	-4	0.0	1	-4	-7	-0.2	0.3
Cc1cc(F)ccc1NCC(=O)Nc1ccc(Br)cc1C	-4	3	4	-3	-1.2	-3	-12	3	-1.3	-0.4
COc1ccccc1N1CCN(C(=O)COc2ccc(S(=O)(=O)NC(C)C)cc2)CC1	9	3	-3	1	-0.7	-2	0	0	-0.1	0.3
NC(=O)c1cc(S(=O)(=O)N2CCCC2)ccc1OCc1ccc(F)cc1	4	0	-4	-2	0.5	-3	-2	-6	0.3	0.8
CCc1ccc(N=C2N=C(N)c3ccccc32)cc1	-7	-1	-10	-13	-0.8	-3	-3	-1	1.0	0.1
Cc1noc(C)c1C(=O)NCCCN1CCCC1=O	3	0	-8	-4	0.1	-1	-3	8	-1.2	0.4
CCN(Cc1cc2cc(OC)ccc2[nH]c1=O)C(=O)c1ccncc1	6	0	-3	4	-0.6	-10	-8	-7	0.4	0.9
COc1cc(/C=N/n2c(=S)[nH]nc(C)c2=O)cc([N+](=O)[O-])c1O	4	2	-4	-13	0.2	-1	-3	3	-0.6	3.7
N#C/C(C(N)=O)=C1/SC=C(c2ccccc2)N1c1ccccc1	0	3	11	-40	-0.7	0	1	-9	-2.1	4.5
OC(c1cc(Cl)cc(Cl)c1)c1ncc(-c2cccc(F)c2)[nH]1 (centres undefined)	22	0	x	0	42*	-2	-4	-5	2.4	1.6
Cc1cc(NC(=O)CSc2ncn[nH]2)no1	-2	-1	-2	3	-0.4	-2	-4	-4	-0.6	0.1
O=C(c1ccccc1F)N1C(=O)c2cccc3cccc1c23	6	2	-13	-33	-0.6	-1	-2	-5	1.8	0.3
CC(=O)N1CCC(N(CCN2CCOCC2)C(=S)Nc2ccccc2C)CC1	5	3	-5	5	-0.2	4	1	-5	-1.3	-0.9
CC(C)CN(C(=O)c1ccc(Br)o1)C1CCS(=O)(=O)C1 (centres undefined)	-2	2	1	3	-0.5	0	-5	-7	-2.3	-0.1
N#Cc1c(Cl)nc2c(c1C#N)CCCC2	8	1	4	-24	-0.2	-2	-4	5	-0.9	0.8
CC(C)(C)OC(=O)[C@H](Cc1ccccc1)NC(=O)c1nc[nH]c1C(=O)NCC(=O)OCc1ccccc1	-9	-4	-6	6	0.2	1	0	8	1.6	-1.4
Cc1ccc(C2=NS(=O)(=O)N(C)C(C(=O)Nc3ccc(F)cc3F)=C2)cc1	-1	1	-19	-20	0.6	-1	-2	10	1.0	1.9
COC(=O)c1sc(N)c(C(=O)OC)c1Cn1ncc(Cl)c(Cl)c1=O	3	4	-9	-2	-1.0	1	-9	2	0.0	1.7
CCN(CC(=O)Nc1ccc(NC(C)=O)cc1)C(=O)c1cn(-c2ccccc2)nc1-c1cccs1	1	-4	-5	3	0.1	0	-4	-11	-0.5	-1.0
O=C(Nc1ccc(Cl)cc1)c1ccc2snnc2c1	-5	-2	-19	-4	0.9	0	-1	-11	-0.1	0.3
COCCSc1ccccc1C(=O)Nc1cccnc1	0	-3	0	-1	0.1	3	-2	3	-0.4	-0.1
COc1ccccc1N1CCN(CCCNC(=O)Nc2ccccc2C)CC1	8	-1	-5	2	-0.9	3	-1	-7	-3.3	2.9
COc1ccc(-n2c(O)c(/C=N/NS(=O)(=O)c3ccc(C)cc3)c3ccccc3c2=O)cc1OC	-197	0	-8	-9	0.3	-7	-4	-498	-1.0	2.4

By substructure, the entries above containing a Cl atom.
Structure	NRP1-CendR mod	DNMT1 block	Scp1 inh	SUMO1-SIM PPI	TbMetRS inhib	STEP block	MsrA act	E coli Lon inh	LMPTP block	MsrA inh
Cc1ccc(Cl)cc1NC(=O)CCC(=O)O	-2	5	-1	0	-0.5	2	-2	-8	-1.8	-1.4
Cc1c(NC(=O)c2cc(-c3ccc(Cl)c(Cl)c3)on2)c(=O)n(-c2ccccc2)n1C	-5	-6	-2	-1	-0.7	0	-6	14	-0.5	0.1
O=C(C1CCCO1)N1CCN(S(=O)(=O)c2cc(C(F)(F)F)ccc2Cl)CC1 (centres undefined)	8	-1	-3	-1	-0.5	2	-1	2	0.3	0.0
Cc1nn(CC(=O)NCc2ccccc2Cl)c(C)c1[N+](=O)[O-]	-19	11	-1	-4	0.0	1	-4	-7	-0.2	0.3
OC(c1cc(Cl)cc(Cl)c1)c1ncc(-c2cccc(F)c2)[nH]1 (centres undefined)	22	0	x	0	42*	-2	-4	-5	2.4	1.6
N#Cc1c(Cl)nc2c(c1C#N)CCCC2	8	1	4	-24	-0.2	-2	-4	5	-0.9	0.8
COC(=O)c1sc(N)c(C(=O)OC)c1Cn1ncc(Cl)c(Cl)c1=O	3	4	-9	-2	-1.0	1	-9	2	0.0	1.7
O=C(Nc1ccc(Cl)cc1)c1ccc2snnc2c1	-5	-2	-19	-4	0.9	0	-1	-11	-0.1	0.3

Rows were taken by chance; 4.3% or so of the library scored in one or more.
